M5 PAM – human M5 muscarinic receptor positive allosteric modulators, primary screen, CHO-K1 cells, Fluo-8 calcium fluorescence; CHO-K1 hM5, ACh EC20 PAM; 0% = ACh EC20, 100% = ACh EC100; activation, % at 3 µM; AID 624038, 2012; actives 0.3% (n = 360,000);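 active = activation above the run cutoff, the mean activation of all test compounds plus 3 SD, cut at about 18% in these data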
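Replicates: One well per compound, no replicates | System: Human M5 receptor in CHO-K1 cells | Benchmarks: Low control EC20 acetylcholine (0%), high control EC100 acetylcholine (100%) | Probe or stimulus: Acetylcholine, EC20 level | Times: Fluo-8 loading 80 min at 37 °C plus 30 min room temperature | Signal: Intracellular calcium via Fluo-8 fluorescence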
CRFBP-R2 agonist – agonists of CRF-BP/CRF-R2 complex, primary screen, cell-based, HEK293, calcium dye fluorescence, uHTS | actives 0.46% (n = 350,000) | activation, % at 13.2 µM | CRF-binding protein / CRF receptor 2 complex (human) | calcium dye fluorescence (FLIPR); percent of saturating CRF peptide response;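 active = activation of at least 50%, plus an integration ratio under a set limit after plate pattern correction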;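 also: plate controls were neutral control wells without compound for no effect and CRF at EC100 for full effect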
CRFR2-BP antag – antagonists of CRF-BP/CRF-R2 complex, primary screen, cell-based, HEK293, calcium dye fluorescence, uHTS | inhibition, % at 11.8 µM | actives 0.59% (n = 350,000) | CRF-induced calcium fluorescence;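 active = inhibition of the ligand-induced calcium signal above about 50% at the single tested concentration, limit read from the data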
CHRM5 agonist – human M5 muscarinic receptor agonists, primary screen, CHO-K1 cells, Fluo-8 calcium fluorescence; Muscarinic acetylcholine receptor M5 (Homo sapiens), P08912; CHO-K1 hM5 cells; 0% DMSO wells, 100% maximal acetylcholine response; activation, % at 3 µM; actives 0.19% (n = 360,000); AID 624037, 2012;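 active = activation above the run's mean over test compounds plus 3 SD, cut at about 23% in these data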;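 also: signal is peak over basal fluorescence ratio across the kinetic read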
CHRM4 PAM – human M4 muscarinic receptor positive allosteric modulators, primary screen, CHO-K1 cells, Fluo-8 calcium fluorescence. Muscarinic acetylcholine receptor M4 (Homo sapiens), P08173. CHO-K1 hM4/Gqi5, ACh EC20; 0% = ACh EC20, 100% = maximal ACh. activation, % at 3 µM. actives 0.4% (n = 360,000). AID 624126, 2012;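 active = activation above its plate's cutoff, the mean activation of sample wells plus 3 SD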; also: some results filed as inactive read as strong as hits
Target sequence (P08173 whole entry, looked up): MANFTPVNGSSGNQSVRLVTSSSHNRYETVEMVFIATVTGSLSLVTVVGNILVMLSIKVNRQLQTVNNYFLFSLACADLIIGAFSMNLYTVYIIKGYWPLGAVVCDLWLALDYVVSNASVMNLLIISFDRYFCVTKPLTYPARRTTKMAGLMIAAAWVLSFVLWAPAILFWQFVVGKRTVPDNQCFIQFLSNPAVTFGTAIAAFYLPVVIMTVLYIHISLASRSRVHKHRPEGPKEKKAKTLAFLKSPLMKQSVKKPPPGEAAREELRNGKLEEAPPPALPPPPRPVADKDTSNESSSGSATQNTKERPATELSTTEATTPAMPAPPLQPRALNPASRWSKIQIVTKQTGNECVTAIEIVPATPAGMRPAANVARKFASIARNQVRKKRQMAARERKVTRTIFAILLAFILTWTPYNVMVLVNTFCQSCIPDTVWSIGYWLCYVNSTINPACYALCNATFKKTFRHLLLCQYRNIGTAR
M5 antag – human M5 muscarinic receptor antagonists, primary screen, CHO cells, Fluo-8 calcium fluorescence | CHO-hM5 cells, ACh EC80 | inhibition, % at 3 µM | actives 0.59% (n = 360,000) | AID 624040, 2012;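 active = inhibition above a per-plate cutoff, the mean of that plate's test compounds plus 3 SD, cut at about 27% in these data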;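 also: 0% = acetylcholine EC80 with DMSO and 100% = DMSO without agonist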
M4 ag – human M4 muscarinic receptor agonists, primary screen, CHO-K1 cells, Fluo-8 calcium fluorescence; Muscarinic acetylcholine receptor M4 (Homo sapiens), P08173; CHO-K1 hM4/Gqi5; vehicle 0%, full acetylcholine response 100%; activation, % at 3 µM; actives 0.14% (n = 360,000); AID 624127, 2012;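 active = activation above the run mean over all test wells plus 3 SD, cut at about 32% in these data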;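 also: peak over basal fluorescence ratio per well then scaled between controls; 0% = DMSO wells and 100% = acetylcholine at EC100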
CHRM4 antagonist – human M4 muscarinic receptor antagonists, primary screen, CHO cells, Fluo-8 calcium fluorescence; CHO-hM4 cells, ACh EC80; inhibition, % at 3 µM; actives 0.73% (n = 360,000);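 active = inhibition above its plate's cutoff, the mean inhibition of sample wells plus 3 SD, cut at about 27% in these data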;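 also: 0% = acetylcholine EC80 with DMSO and 100% = DMSO without agonist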
M1 PAM – human M1 muscarinic receptor positive allosteric modulators, primary screen, CHO-K1 cells, Fluo-8 calcium fluorescence, 1536-well | CHO-K1 hM1, ACh EC20; 0% = ACh EC20, 100% = maximal ACh | activation, % at 3 µM | actives 0.088% (n = 360,000) | AID 588819, 2011 | Muscarinic acetylcholine receptor M1 (Homo sapiens), P11229; in the data active = activation above about 19%, passing the limit was not always enough
Target sequence (P11229 whole entry, looked up): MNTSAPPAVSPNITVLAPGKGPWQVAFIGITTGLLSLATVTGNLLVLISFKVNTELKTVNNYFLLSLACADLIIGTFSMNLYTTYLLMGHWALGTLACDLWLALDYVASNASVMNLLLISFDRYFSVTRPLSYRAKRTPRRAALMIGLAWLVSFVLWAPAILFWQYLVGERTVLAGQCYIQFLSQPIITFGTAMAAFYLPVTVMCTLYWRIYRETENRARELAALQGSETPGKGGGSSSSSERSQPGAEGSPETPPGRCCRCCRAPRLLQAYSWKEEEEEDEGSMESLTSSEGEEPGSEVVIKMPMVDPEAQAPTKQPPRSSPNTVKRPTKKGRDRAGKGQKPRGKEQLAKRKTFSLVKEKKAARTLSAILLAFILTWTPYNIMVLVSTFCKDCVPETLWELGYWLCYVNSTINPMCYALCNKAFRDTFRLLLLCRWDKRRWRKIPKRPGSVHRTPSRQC
Active calls of the source: *; . = not tested or not shown. Only part of the results is shown, so the mix of outcomes need not match the whole.

canonical_smiles	M5 PAM	CRFBP-R2 agonist	CRFR2-BP antag	CHRM5 agonist	CHRM4 PAM	M5 antag	M4 ag	CHRM4 antagonist	M1 PAM
O=c1c2ccccc2nc(-c2ccco2)n1-c1ccc(Br)cc1	-16	-1.1	8	0	-9	17	21	23	-7
Nc1ccc2cc(Br)ccc2c1	7	-3.3	7	-4	0	2	1	-16	11
CCC(c1nnnn1-c1ccc2c(c1)OCCO2)N1CCC(n2c(=O)[nH]c3ccccc32)CC1 (stereo not given)	-17	.	.	3	-12	12	26	25	-3
O=C(c1ccc(Cl)cc1)C1CCCN(Cc2ccc3c(c2)OCCO3)C1 (stereo not given)	-7	-1.9	-7	-10	-15	-8	2	4	-34
CC1CC2CC(=O)CCC2(C)C2CCC3(C)C(O)CCC3C12 (stereo not given)	-1	-0.9	5	0	5	3	1	-17	-4
C[N+]1(C)[C@@H]2CC[C@H]1CC(OC(=O)C(CO)c1ccccc1)C2 (stereo not given in full)	-18	-0.2	1	-2	-18	99*	1	99*	-26
CNC(=S)N1CCN(CCN=Cc2c(O)n(-c3ccc(C)cc3)c(=S)[nH]c2=O)CC1	-2	1.8	-5	-3	1	13	1	6	12
Cc1ccc(-c2nc3ccc(Cl)cc3n2OC(=O)N(C)C)cc1	-8	-0.6	-8	-3	7	3	0	-4	3
CN(C(=O)c1ccco1)C1(c2ccccc2Cl)CCCCC1=O (stereo not given)	-1	0.3	0	0	0	2	0	3	15
CC12CN3CC(C)(CN(C1)C3c1ccco1)C2=O (stereo not given)	1	0.1	-1	-3	5	1	0	-11	-2
CCCCCn1c(=O)c(C(=O)Nc2ccccc2C)c(O)c2ccccc21	3	-0.3	-11	-2	4	2	0	-7	15
CCCOP(=O)(OCCC)C(NC(=O)c1ccccc1)=C(Cl)Cl	6	-1.4	-9	-1	1	-1	1	-4	9
CN(C)CC1CSCCC1(O)c1ccc(Cl)cc1 (stereo not given)	-4	0.2	8	-4	0	1	1	-9	-3
CCCCCSc1cc(OC)c(CCN(C)C)cc1OC	-10	3.9	-10	-9	-15	5	7	16	-25
O=C1NC(=O)N(c2ccccc2)C(=O)/C1=C\c1ccccc1[N+](=O)[O-]	9	0.3	2	-2	2	-3	1	11	9
Cc1ccccc1CN1CCN(c2ccc(Cl)cc2)CC1	0	-1.4	-7	2	2	-3	-1	-8	8
CCC(=NC1CCN(Cc2ccccc2)CC1)c1c(O)[nH]c(=O)[nH]c1=O	1	-0.4	4	-5	4	-4	1	-3	4
CC1C(OC(=O)CCC(=O)NC(C)(C)CO)O[C@H]2OC3(C)CC[C@H]4[C@H](C)CCC1C24OO3 (stereo not given in full)	2	-0.1	-10	-1	0	-7	0	-11	-2
Cn1c(=O)cc(OCC(=O)N2CCN(Cc3ccc4c(c3)OCO4)CC2)c2ccccc21	-1	-0.8	-2	1	-4	2	1	5	11
Nc1ccc2c(c1)oc1ccccc12	8	-5.6	27	-3	1	-6	5	-6	3
O=C(Cc1ccccc1)Oc1ccc([N+](=O)[O-])cc1	-3	-0.3	3	6	1	3	2	-13	3
CO[C@H]1CC=C2CCN3CCC4=C(CC(=O)OC4)[C@]23C1	2	-0.8	7	0	6	-3	1	-11	6
COc1ccc(CCNCc2sccc2C)cc1	-2	-0.9	-10	0	-1	3	1	-2	5
Cc1ccc(OCC(=O)N2CCCC(N3CCN(c4ccc(F)cc4)CC3)C2)cc1 (stereo not given)	-1	-1.0	3	-2	5	5	1	6	-6
COC(=O)Cn1cc(/C=C2\C(=O)NC(=O)N(c3ccccc3)C2=O)c2ccccc21	8	87*	-48	5	8	-3	2	-6	13
O=C1CC(=O)N(c2ccc(Cl)cc2Cl)C(=O)N1	-1	2.5	-1	0	3	2	0	3	-4
COCCN(C(=O)COC(=O)Cc1ccccc1)c1c(N)n(Cc2ccccc2)c(=O)[nH]c1=O	-4	0.0	0	1	8	8	1	-11	5
NC(=Nc1ccccc1)NN=Cc1c[nH]c2ccccc12	4	4.3	-14	1	-6	11	8	-2	-1
C[C@]12CCC3C(CC[C@H]4C[C@H](O)CC[C@]34C)C1C[C@H](O)[C@H]2O (stereo not given in full)	2	0.4	0	-1	-4	15	2	4	9
COc1ccc(C(c2nnnn2C2CCCCC2)N2CCC3(CC2)C(=O)NCN3c2ccccc2)cc1 (stereo not given)	5	.	.	2	-1	3	0	-6	-1
Cc1cccnc1NC1=NCC(C)S1 (stereo not given)	-4	1.9	-8	-12	0	-2	0	7	1
COC(=O)c1c(C)[nH]c(C(=O)C(C)[N+]23CCN(CC2)CC3)c1C (stereo not given)	5	-4.3	7	-7	0	2	2	7	0
Cc1nc2ccccc2c(=O)n1-c1cccc([N+](=O)[O-])c1	-3	-2.1	10	1	0	13	0	12	6
CCCCn1c(NS(=O)(=O)c2ccc(C)cc2)c(C(=O)OCC)c2nc3ccccc3nc21	-1	0.3	-15	-1	1	-4	0	-6	6
CCOC(=O)[C@]12Cc3cc(Cl)ccc3[C@H]1N(Cc1ccccc1)C(=O)c1ccccc12	-12	9.4	15	-2	-9	12	0	-4	-1
CC(C)c1ccc(-n2c(O)c(C=NCCN3CCNCC3)c(=O)[nH]c2=S)cc1	-6	-0.6	11	-8	2	6	-1	-15	-10
C=CCN1C[C@@H](C)N(C(c2ccc(C(=O)N(CC)CC)cc2)c2cccc(OC)c2)C[C@@H]1C (stereo not given in full)	-3	1.0	-5	-1	-1	-6	0	-5	5
CNC(=O)Oc1ccccc1C1CCCCC1	-1	-0.8	10	-1	2	4	-1	-1	8
CN1CN(c2ccccc2)C2(CCN(CCCSc3ccccc3NC(=O)/C=C/c3ccccc3)CC2)C1=O	-46	95*	-9	68*	-13	37*	110*	59*	-34
C[C@]12CCC3C(CC[C@H]4[C@@H](O)[C@H](O)CC[C@]34C)C1CCC2=O (stereo not given in full)	1	-3.4	4	1	3	17	3	-6	9
CCC1(C)CC(CCNCc2ccc(N(C)C)cc2)(c2ccc(F)cc2)CCO1 (stereo not given)	1	9.2	-23	-1	-14	0	13	1	4
CCCCCn1c(=O)c(C(=O)Nc2nc(CC(=O)OCC)cs2)c(O)c2ccccc21	7	1.2	-5	0	4	0	0	-5	13
CCOC(=O)C1CCCCC12C(C#N)=C(N)Oc1n[nH]c(C)c12 (stereo not given)	2	3.8	-40	0	-2	5	0	5	11
NCC(O)c1cc(O)c(O)cc1F (stereo not given)	-1	-0.8	14	1	0	0	-1	2	14
COC(=O)C1=C(c2cccc(OCc3ccccc3)c2)C[C@@H]2CC[C@H]1N2C(=O)NCc1ccc(Cl)cc1	-24	1.3	5	-6	-11	6	1	13	-21
Cc1ccccc1-n1c(C)nc2sccc2c1=O	2	0.8	10	2	11	-6	0	-3	11
CCCCc1ccc(NC2=NCCCS2)cc1	-10	-0.6	-15	-4	-16	11	5	9	-14
CSc1ccc(CNC2CN3CCC2CC3)cc1 (stereo not given)	-4	0.6	-1	-6	-5	6	0	1	2
CC/C(=N\N1CCN(C)CC1)c1c(O)[nH]c(=O)[nH]c1=O	0	-1.0	15	-1	3	-8	1	1	9
COC(=O)C1=C(c2ccc3ccccc3c2)C[C@@H]2CC[C@H]1N2C(=O)NCCO	3	5.6	3	-1	-1	-1	2	0	2

Additional results
canonical_smiles	M5 PAM	CRFBP-R2 agonist	CRFR2-BP antag	CHRM5 agonist	CHRM4 PAM	M5 antag	M4 ag	CHRM4 antagonist	M1 PAM
CCOC(=O)[C@]12Cc3ccccc3[C@H]1N(C(C)C)C(=O)c1cc(OC)ccc12	10	.	.	-1	2	-11	0	-2	.
CCOc1cccc(CNC2CN3CCC2CC3)c1 (stereo not given)	0	-1.2	25	-13	0	-7	1	-7	-13
COc1ccc(C2N(c3cc(C)on3)C(=O)C3CCCN32)cc1 (stereo not given)	0	0.0	-23	1	-1	-1	1	5	7
Nc1ccc(CCN2CCCC2)cc1	6	-0.9	2	-4	2	-2	0	1	11
CN1CCN(Cc2ccc3ccccc3c2)CC1	9	-0.9	13	3	-11	-8	1	5	-4
COc1ccc2c(C)c(CC(=O)N3C[C@H]4C[C@@H](C3)c3cccc(=O)n3C4)c(=O)oc2c1	0	-0.8	1	1	-3	-4	0	-18	1
CCC1(CCC(C)C)C(=O)NC(=S)NC1=O	7	2.8	-16	2	2	-2	0	-5	11
CCOc1ccc(/C=C2/C(=O)NC(=O)N(CCc3ccc(F)cc3)C2=O)cc1	1	4.8	-35	3	3	3	3	-5	16
CCC(=O)c1ccc(OCC(=O)N2CCN(CC(=O)Nc3ccccc3C(F)(F)F)CC2)cc1	6	-2.9	10	11	8	6	9	-13	0
O=c1c2ccccc2nc(-c2ccccc2)n1-c1ccccc1O	-5	-0.4	5	0	2	0	0	5	1
Cc1c(NP(=S)(C(C)(C)C)C(C)(C)C)c(=O)n(-c2ccccc2)n1C	0	1.5	4	0	-5	6	0	0	9
Cc1cccc(C)c1OP(N)(=O)OCC(F)(F)F (stereo not given)	3	-1.0	0	-1	-5	-2	0	-2	4
O=c1c2ccccc2nc(-c2cccs2)n1-c1ccccc1	-8	-0.2	6	-4	8	5	0	-6	3
O/N=C/c1c[nH]c2ccccc12	1	-1.3	-16	4	0	11	1	1	-4
COc1ccc(C2C(C#N)=C(N)Oc3c2c(=O)oc2ccccc32)cc1Cn1cc([N+](=O)[O-])cn1 (stereo not given)	-3	-4.8	33	-5	-1	12	3	8	11
Nc1c(C(=O)OC2CCCCC2)c2nc3ccccc3nc2n1CC1CCCO1 (stereo not given)	-9	2.5	-9	-3	1	7	2	-6	-1
CCOC(=O)c1cn2nc(OP(=S)(OCC)OCC)cc2nc1C	-2	1.2	44	-2	2	10	2	-2	1
CCOc1cc(C=C2C(=O)NC(=S)NC2=O)ccc1O	5	-2.6	-5	6	3	-3	1	-11	5
O=C(Nc1ccc2ccccc2c1)N1C[C@H]2C[C@@H](C1)c1cccc(=O)n1C2	-1	3.9	17	-6	4	7	1	-15	6

One compound at a time, as listed above.
CCC(=O)c1ccc(OCC(=O)N2CCN(CC(=O)Nc3ccccc3C(F)(F)F)CC2)cc1 in the list: M5 PAM: 6; CRFBP-R2 agonist: -2.9; CRFR2-BP antag: 10; CHRM5 agonist: 11; CHRM4 PAM: 8; M5 antag: 6; M4 ag: 9; CHRM4 antagonist: -13; M1 PAM: 0
CCC1(CCC(C)C)C(=O)NC(=S)NC1=O in the list: M5 PAM: 7; CRFBP-R2 agonist: 2.8; CRFR2-BP antag: -16; CHRM5 agonist: 2; CHRM4 PAM: 2; M5 antag: -2; M4 ag: 0; CHRM4 antagonist: -5; M1 PAM: 11
